# KDM5B inh: inhibitors of human KDM5B histone demethylase. Potency, µM (top dose mostly 57.7 µM), for inactives: top-dose activity change, negative = inhibition, most hits filed as inhibitors. hit rate 2.6% among 220,000. KDM5B demethylase, FDH-coupled NADH fluorescence (FDH is formaldehyde dehydrogenase); active = well fitted inhibition curve with a large enough effect; inconclusive = small, poorly fitted or top-dose-only effect; inactive = no such curve, though single readings can be large or run the other way; also: 0% is about no effect; nearly all actives have a fitted effect of over 70% in size
# Target sequence (Q9UGL1 whole entry, looked up): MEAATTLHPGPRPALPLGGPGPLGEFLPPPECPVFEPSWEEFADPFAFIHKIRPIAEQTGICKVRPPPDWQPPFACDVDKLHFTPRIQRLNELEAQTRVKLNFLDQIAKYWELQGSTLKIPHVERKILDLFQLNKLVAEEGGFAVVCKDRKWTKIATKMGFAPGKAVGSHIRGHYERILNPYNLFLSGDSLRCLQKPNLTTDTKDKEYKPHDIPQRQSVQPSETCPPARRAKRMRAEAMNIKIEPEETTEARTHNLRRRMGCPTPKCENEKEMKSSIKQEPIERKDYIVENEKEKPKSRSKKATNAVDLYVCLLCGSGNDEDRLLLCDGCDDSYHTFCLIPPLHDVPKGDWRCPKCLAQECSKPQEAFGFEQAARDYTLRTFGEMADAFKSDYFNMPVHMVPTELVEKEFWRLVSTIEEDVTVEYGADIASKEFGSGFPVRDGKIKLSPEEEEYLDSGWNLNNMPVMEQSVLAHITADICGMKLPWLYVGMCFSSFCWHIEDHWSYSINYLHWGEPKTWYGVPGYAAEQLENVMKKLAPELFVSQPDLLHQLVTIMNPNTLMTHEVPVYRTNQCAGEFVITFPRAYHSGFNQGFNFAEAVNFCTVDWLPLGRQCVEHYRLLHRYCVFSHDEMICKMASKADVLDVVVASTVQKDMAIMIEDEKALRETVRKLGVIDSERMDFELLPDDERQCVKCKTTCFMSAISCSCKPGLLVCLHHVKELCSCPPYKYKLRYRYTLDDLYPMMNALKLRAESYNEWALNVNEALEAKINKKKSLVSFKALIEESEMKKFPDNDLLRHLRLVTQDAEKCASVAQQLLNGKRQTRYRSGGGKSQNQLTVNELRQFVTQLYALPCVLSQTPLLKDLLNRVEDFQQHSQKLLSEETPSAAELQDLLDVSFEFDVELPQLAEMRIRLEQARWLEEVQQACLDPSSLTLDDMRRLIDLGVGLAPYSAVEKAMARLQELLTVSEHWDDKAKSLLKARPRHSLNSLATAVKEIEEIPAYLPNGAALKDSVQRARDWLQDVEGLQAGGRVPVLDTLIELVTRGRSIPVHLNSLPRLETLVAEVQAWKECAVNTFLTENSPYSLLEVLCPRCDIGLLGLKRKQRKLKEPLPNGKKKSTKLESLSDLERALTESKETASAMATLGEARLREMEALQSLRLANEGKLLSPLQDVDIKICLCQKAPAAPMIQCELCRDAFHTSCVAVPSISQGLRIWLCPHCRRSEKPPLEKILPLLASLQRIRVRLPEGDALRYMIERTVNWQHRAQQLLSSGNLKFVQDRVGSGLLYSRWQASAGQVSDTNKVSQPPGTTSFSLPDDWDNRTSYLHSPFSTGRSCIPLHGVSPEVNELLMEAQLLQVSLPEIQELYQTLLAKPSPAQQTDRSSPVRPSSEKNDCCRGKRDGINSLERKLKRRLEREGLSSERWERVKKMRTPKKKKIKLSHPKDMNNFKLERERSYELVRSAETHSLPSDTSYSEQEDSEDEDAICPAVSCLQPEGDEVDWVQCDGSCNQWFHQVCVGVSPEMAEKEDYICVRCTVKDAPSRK
#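 qHTS format, multiple compound concentrations. Buffer 50 mM HEPES pH 7.5/0.01% Tween-20; 200 nM KDM5BΔAP final; 10 min compound preincubation; substrate-mix levels 12.5 µM peptide, 25 µM α-KG, 0.25 mM NAD⁺; 30 min RT; ΔRFU.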
# * = called active by the depositor; ? = inconclusive; & = joins results of further samples; [ ] = remark or other dose. Potency is read from the fitted curve at half-maximal effect.
# Start of the listing, in advance, 15 compounds:
SMILES,KDM5B inh
Cc1oc(-c2ccc(C(=O)NCc3cccnc3)cc2)nc1CS(=O)(=O)c1ccccc1,?
COCC(=O)NC[C@H]1O[C@H](Cc2cc(-c3ccccn3)on2)CC[C@@H]1O,-15%[86.2 µM]
CCn1c(CO)nnc1C1CC(NC(=O)c2nc(-c3ccccc3)[nH]c2C)C1 (centres undefined),-11%
NC(=O)c1ccc(CN(C2CC2)S(=O)(=O)c2cccc3nsnc23)cc1,8%
COc1ccccc1-c1cc(NC(=O)COc2ccccc2Cl)n(-c2ccccc2)n1,-11%
CCc1ccc(C(=O)CC2(O)C(=O)N(Cc3ccc(C)cc3)c3ccccc32)cc1 (centres undefined),?
O=C(O)CCNS(=O)(=O)c1ccc(Cl)c(Cl)c1,16%
COc1cc2c(cc1OC)CN(C(=O)c1cccc(S(=O)(=O)N(C)C)c1)CC2,24%
COC(=O)c1cc2n(n1)CC(C)(C(=O)NC1CCCCCC1)N(CCc1cccs1)C2=O (centres undefined),-1%
CCCCN(C(=O)C(=O)c1c(C)[nH]c2ccccc12)c1ccccc1,-4%
O=C(Cn1cccc1-c1nc(-c2ccc(F)cc2)no1)Nc1cc(F)cc(F)c1,0%
CCc1ccc(NC(=O)CSc2nnc(-c3nonc3NC(C)=O)n2-c2ccccc2)cc1,-16%
O=C(Cc1cc(F)c(F)c(F)c1)N1CCC(Cc2cccc(CO)c2)C1 (centres undefined),13%
CN1C[C@H](NC(=O)NC2(c3ccccc3)CCOCC2)CCC[C@@H](C(=O)N(C)Cc2cccnc2)CC1=O,-15%
Cc1ccc(C(=O)N2[C@@H]3CC[C@H]2CC(NC(=O)c2cnc(C)cn2)C3)c(C)c1 (some centres undefined),3%

# The list itself, repeating the preview:
SMILES,KDM5B inh
Cc1oc(-c2ccc(C(=O)NCc3cccnc3)cc2)nc1CS(=O)(=O)c1ccccc1,?
COCC(=O)NC[C@H]1O[C@H](Cc2cc(-c3ccccn3)on2)CC[C@@H]1O,-15%[86.2 µM]
CCn1c(CO)nnc1C1CC(NC(=O)c2nc(-c3ccccc3)[nH]c2C)C1 (centres undefined),-11%
NC(=O)c1ccc(CN(C2CC2)S(=O)(=O)c2cccc3nsnc23)cc1,8%
COc1ccccc1-c1cc(NC(=O)COc2ccccc2Cl)n(-c2ccccc2)n1,-11%
CCc1ccc(C(=O)CC2(O)C(=O)N(Cc3ccc(C)cc3)c3ccccc32)cc1 (centres undefined),?
O=C(O)CCNS(=O)(=O)c1ccc(Cl)c(Cl)c1,16%
COc1cc2c(cc1OC)CN(C(=O)c1cccc(S(=O)(=O)N(C)C)c1)CC2,24%
COC(=O)c1cc2n(n1)CC(C)(C(=O)NC1CCCCCC1)N(CCc1cccs1)C2=O (centres undefined),-1%
CCCCN(C(=O)C(=O)c1c(C)[nH]c2ccccc12)c1ccccc1,-4%
O=C(Cn1cccc1-c1nc(-c2ccc(F)cc2)no1)Nc1cc(F)cc(F)c1,0%
CCc1ccc(NC(=O)CSc2nnc(-c3nonc3NC(C)=O)n2-c2ccccc2)cc1,-16%
O=C(Cc1cc(F)c(F)c(F)c1)N1CCC(Cc2cccc(CO)c2)C1 (centres undefined),13%
CN1C[C@H](NC(=O)NC2(c3ccccc3)CCOCC2)CCC[C@@H](C(=O)N(C)Cc2cccnc2)CC1=O,-15%
Cc1ccc(C(=O)N2[C@@H]3CC[C@H]2CC(NC(=O)c2cnc(C)cn2)C3)c(C)c1 (some centres undefined),3%

# The final 2 compounds of the section above open the next one.
SMILES,KDM5B inh
CN1C[C@H](NC(=O)NC2(c3ccccc3)CCOCC2)CCC[C@@H](C(=O)N(C)Cc2cccnc2)CC1=O,-15%
Cc1ccc(C(=O)N2[C@@H]3CC[C@H]2CC(NC(=O)c2cnc(C)cn2)C3)c(C)c1 (some centres undefined),3%
Cc1noc(C)c1C1CCCN1C(=O)c1cccc(-n2cnnc2)c1 (centres undefined),18%
CCn1cc(CNC(=O)c2cc(-c3ccc(C)c(C)c3)nc3ccccc23)c(C)n1,?
Cc1nn(C(C)(C)C)c(OC(=O)c2c(F)cccc2F)c1Sc1ccccc1,?
Cn1c(N2CCCCCC2)nc2c1c(=O)n(Cc1ccccc1)c(=O)n2C,5%
CCn1c(C(=O)NCc2ccc(OC(C)C)cc2)cc2oc3ccccc3c21,?
C=CCNC(=O)CC1CCCN(c2cnn(C)c(=O)c2)C1 (centres undefined),-10%
CCc1nc2c(=O)n(CC(=O)NCc3cc(C)ccc3C)nc(C)c2s1,-1%
COc1cccc(-c2noc(CCCC(=O)NCc3ccco3)n2)c1,?
CCCc1noc(-c2cn(C3CCN(C(=O)c4ccccc4)CC3)nn2)n1,9%
Cc1ccc(-n2nnc(C(=O)NCCc3ccccc3)c2C2CC2)cc1,0%
CC1CCN(C(=O)c2cc3c(ccc4ccccc43)o2)CC1,-3%
CC(C)NC(=O)N[C@H]1CCN2C(=O)c3ccccc3NC(=O)[C@@H]2C1,?
COc1ccc(N2CCN(C(=O)COc3cccc(-c4nnc5n4CCCC5)c3)CC2)cc1,0%
CCCNC(=O)c1cc(-c2ccc(OC)cc2OC)nc2ccccc12,?
COc1ccc(CCNC(=O)CS(=O)Cc2nc(-c3ccc(C)cc3)oc2C)c(OC)c1 (centres undefined),?
S=c1[nH]nc(Cc2n[nH]c(=S)n2-c2ccccc2)n1-c1ccccc1,6%
CCOC(=O)COc1ccc2c(=O)c(Oc3ccccc3Br)c(C)oc2c1,-25%
CCCCNC(=O)c1ccc(CN2C(=O)NC3(CCS(=O)(=O)CC3)C2=O)cc1,30%
CN[C@@H](C)C(=O)N1CC[C@H](NC(=O)Cc2cccs2)C[C@H]1C(=O)N[C@@H](Cc1ccc(OC)cc1)C(N)=O,6%
CSc1nc2c(c(=O)n(C)c(=O)n2C)n1Cc1ccc(Cl)cc1,-7%
Cc1ccc(N2CCC3(CCCN3Cc3ccc4nsnc4c3)CC2)nn1,?
CS(=O)(=O)c1ccc(O[C@H]2COCCN(C(=O)c3cnccn3)C2)cc1,-11%[86.2 µM]
COc1ccc2cc(C(=O)Nc3ccc(NC(=O)Nc4ccccc4)cc3)c(C)nc2c1,-11%
CC(Sc1nnc(N2CCOCC2)n1-c1cccc(F)c1)c1nnc(-c2cccs2)o1 (centres undefined),6%
COc1cn(CC(=O)Nc2ccc(C)cc2)c(CN2CCN(C(C)=O)CC2)cc1=O,8%
CC1=CCC2C(C)(C)CCCC2(C)C1CC/C(C)=C/CC/C(C)=N/NC(N)=O (centres undefined),-26%
CN(CCOc1ccc(F)cc1)C(=O)c1n[nH]c(=O)c2ccccc12,15%
COc1ccc(CN2C[C@@H](F)[C@@H](OCc3nc4ccc(F)cc4[nH]3)C2)cn1,-15%[86.2 µM]
Cc1nc2ccccc2c(Cl)c1C/C=C/Cl,-8%
COCCn1ncc(N2CCCC(CC(=O)NCC3CC3)C2)cc1=O (centres undefined),-10%
O=C(C1CC1)N1CCC(c2nn(-c3ccccc3)c(=O)[nH]2)CC1,-28%[86.2 µM]
COc1ccc(Cl)cc1C(=O)NCc1nnc2cc(-c3nc(C(C)C)no3)ccn12,?
Cc1c(C(=O)NC(C)c2ccc(-n3ccnc3)cc2)cccc1[N+](=O)[O-] (centres undefined),21%
Cc1cccc(CS(=O)(=O)c2ncc(CO)n2C)c1,16%
Cc1ccc(-n2nc3c(c2NC(=O)C2CC2)CS(=O)(=O)C3)cc1C,-11%
COC(=O)[C@]12C[C@H](CC(=O)NCc3ccc(C)o3)C(=O)N(CCc3ccc(OC)c(OC)c3)C1=C[C@H](C(C)C)O[C@@H]2C1CC1,-4%
COc1ccc2c(c1)C=C(C(=O)Nc1ccc3ccc(=O)oc3c1)C=CO2,5%
Cc1nn(C)c(C)c1CCC(=O)Nc1nc(C(C)C)cs1,23%
CC(=O)C1=C(OC(=O)c2ccccc2)c2ccccc2S(=O)(=O)N1C(C)C,1%
COc1ccc(C2Cn3nnc(-c4nc(-c5ccc(OC(C)C)cc5)no4)c3CO2)cc1 (centres undefined),?
Cc1cc(C(=O)N2CCOC[C@H](Oc3cccnc3)C2)c(C(F)(F)F)o1,-8%[86.2 µM]
COc1ccc(C(=O)N(Cc2ccco2)Cc2ccccc2F)cc1Cl,?
CN(C)c1ccc(CN2CCOC[C@H]2c2ncc(-c3ccc(F)cc3F)[nH]2)cc1,?
COc1ccc(C(=O)N(C)C2CCCc3ccccc32)cc1 (centres undefined),-3%[86.2 µM]
O=C(c1cc(F)ccc1F)N1CCOc2ccc(CN3CCc4ccccc4C3)cc2C1,?
Cc1c(Cl)cccc1NS(=O)(=O)c1ccc(NS(=O)(=O)c2ccc3c(c2)OCCO3)cc1,-11%
COc1ccc2c(c1)Cc1sc(NC(=O)c3cccc(Br)c3)nc1-2,?
CCN(CCCNC(=O)Cn1ncc2c([nH]c3ccc(C)cc32)c1=O)c1cccc(C)c1,?
FC(F)(F)c1nc2ccccc2n1Cc1nnc2n1N=C(c1ccc(Cl)cc1)CS2,-1%
CC1=C(C(=O)Nc2ccccc2)C(c2cccnc2)n2nc(SCc3ccccc3F)nc2N1 (centres undefined),-15%
CCCn1nc(C(=O)NC(C)c2ccco2)c2ccccc2c1=O (centres undefined),0%
CCN(Cc1noc(C2CCC2)n1)C(=O)C(C)Oc1ccc2ccccc2c1 (centres undefined),-18%
O=C(Nc1ccccc1F)Nc1c(NC2CCCC2)c2ccccc2oc1=O,10%
Cn1ccnc1SCC(=O)Nc1cccc(Br)c1,3%
Cc1nc(-c2ccsc2)sc1C(=O)NCc1ccccc1,-1%
COc1ccc(C2Cn3nnc(C(=O)NC4CCCCCCC4)c3CO2)cc1 (centres undefined),-34%
O=C(O)C1CSC(c2ccc3c(c2)OCO3)N1 (centres undefined),?
CC(=O)N1CCc2c(sc3c2c(=O)n(-c2cccc(Cl)c2C)c(=O)n3Cc2ccccc2C)C1,-28%
CCCCC1CCC(C(=O)C2CCC(c3ccccc3)C2)CC1 (centres undefined),24%
CCOCCCNC(=O)C1CC(=O)N(CCc2c[nH]c3ccc(C)cc23)C1 (centres undefined),-2%

# (listing goes on)
SMILES,KDM5B inh
CCOc1ccc(NC(=O)Cn2c(=O)c(-c3noc(C)n3)c3n(c2=O)CCCC3)cc1,24%
Clc1ccc(C2Cn3nnc(-c4nc(-c5ccc6c(c5)OCO6)no4)c3CO2)cc1 (centres undefined),?
OCC#CCSc1nc2ccccc2s1,-18%
CCOc1ccc(-c2nonc2NC(=O)c2oc3cc(C)ccc3c2C)cc1OCC,-25%
COc1cc(OC)c2c(C)c(CC(=O)NCCc3ccc(OC)c(OC)c3)c(=O)oc2c1,-58%
Cc1ccc2nc(N3CCN(C(=O)CCCC(=O)O)CC3)nc(-c3ccccc3)c2c1,-1%&-11%
Cc1ccc(C(=O)NC(O)C(=O)c2ccc(C)cc2)cc1 (centres undefined),0%
CNC(=O)CCn1ncc2cc(OCc3ccccc3-c3c(C)noc3C)ccc21,-30%[86.2 µM]
CCCc1nnc(NC(=O)c2cc(=O)c3cc(Cl)ccc3o2)s1,3%
CN(Cc1ccccc1Cl)S(=O)(=O)c1cccc2nsnc12,8%
NC(=O)CSc1nnnn1-c1cccc(O)c1,-18%
CSc1ncc(C(=O)Nc2cccc(Cl)c2C)c(-c2ccccc2)n1,-22%
CCN(CCNC(=O)CCc1cc2cc(OC)ccc2[nH]c1=O)Cc1ccccc1,?
Cc1ccccc1C(CC(=O)Nc1cccc(-c2ccno2)c1)n1cccc1 (centres undefined),-7%
Cc1ccccc1NS(=O)(=O)c1c[nH]c2ccc([N+](=O)[O-])cc12,-4%
Cc1sc2ncn(CC(=O)N3CCN(c4ccccc4F)CC3)c(=O)c2c1S(=O)(=O)N1CCN(c2ncccn2)CC1,-6%
N#Cc1nc(-c2ccc(Cl)cc2)oc1N1CCN(CCO)CC1,?
CC1CCN(S(=O)(=O)c2ccc3c(c2)N(CC(=O)N2CCN(c4ccccc4)CC2)C(=O)CO3)CC1,-25%
c1ccc2c(c1)OCC(CCn1ccnc1-c1cc3n(n1)CCNC3)O2 (centres undefined),?
CNCC(=O)N1CCCC(N2CCN(c3ccc(OC)cc3)CC2)C1 (centres undefined),?
CC(CNC(=O)c1cc(C2CC2)nc2ccccc12)N(C)C (centres undefined),?
CCc1cc(=O)oc2cc(OCC(=O)N(C)C)ccc12,?
CCOc1ccccc1C(=O)NC1CCN(c2cc(-c3ccc(F)cc3)[nH]n2)C1 (centres undefined),?
CNC12CC3CC(CC(S)(C3)C1)C2,-13%
CCC1Oc2ccc(NC(=O)c3ccccc3F)cc2CN(Cc2ccccc2F)C1=O (centres undefined),-31%
O=C(CCCc1ccccc1)NCc1ccco1,12%
CC(C)CCNC(=O)CN1C(=O)c2cccnc2Sc2ccccc21,4%
Fc1cccc(Oc2ncnc3c2cnn3-c2cccc(Cl)c2)c1,11%
O=C(NNC(=O)C1CCCCC1)c1cccc2cccnc12,4%
CCN1CCc2c(sc(NC(=O)C3COc4ccccc4O3)c2C(N)=O)C1 (centres undefined),61%[activator]
C=C(Br)CN1CCCC1,-17%
CN(NC(=O)CCCNC(=O)c1ccc(Cl)cc1)c1ccccc1,-7%
CCCCn1c(=O)c2c(nc(Br)n2Cc2ccccc2)n(C)c1=O,-10%
COc1ccc(NC(=O)N2C[C@@H](F)C[C@H]2C(=O)N2CCCCC2)cc1,12%
O=C(c1ccc2c(c1)OCO2)N1CCC(c2nnc3n2CCNC3)CC1,50µM*
CNC(=O)[C@@H]1C[C@H](n2cc(CNC(=O)Nc3ccc(Cl)cc3C)nn2)CN1,-20%
CCCCc1ncc(-c2c(-c3ccccc3)ncn2CCCn2ccnc2)[nH]1,-28%
CN(C)[C@@H]1CN(C(=O)C2CCCC2)CC[C@@H]1CO,-4%
COc1ccc(-c2nn(C)c3sc(C(=O)N4CCN(c5cc(Cl)ccc5C)CC4)cc23)cc1OC,?
COc1ccc(-c2ccc3c(N)c(C(=O)Nc4ccc(C)cc4C)sc3n2)cc1OC,?
COc1ccc(NC(=O)CSCc2ccc(Br)cc2)c(OC)c1,-6%

# Some of the compounds tested; the hit share may differ from the screen's.
